JMJD2A Tudor inh: blocks the human JMJD2A Tudor domain; AlphaScreen JMJD2A-Tudor / H3K4me3 peptide binding; 4.4% of 390,000 active; O75164; Potency, µM (top dose mostly 114 µM), for inactives: at the highest dose activity change, negative = inhibition, actives largely listed as inhibitors; note: potency is the fitted concentration of half-maximal effect; % is set by controls: 0 for no effect and ±100 for the full control effect; nearly all actives have a fitted effect of over 50% in size
GLS inhibitor: inhibitors of human glutaminase (GLS). GLS enzymatic activity, qHTS titration. O94925. Potency, µM (doses to about 45.5 µM), inactives show at the highest dose activity change, negative = inhibition, usual class: inhibitors. 0.21% of 410,000 active; note: potency is the fitted concentration of half-maximal effect; % is set by controls: 0 for no effect and ±100 for the full control effect
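hKGA; 45 mM KH2PO4 pH 8.2 + 0.02% Tween-20; cpd via pin tool; 1 mM Gln soln; GluOx/HRP/Amplex Red; RT 30 min; fluor. t0 & final.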
POLH inh: inhibitors of human DNA polymerase eta; Q9Y253; recombinant Pol eta, fluorescent DNA replication assay; Potency, µM (doses to about 114 µM), without a hit: at the top dose activity change, negative = inhibition, usual class: inhibitors; 1.2% of 390,000 active; note: potency is the fitted concentration of half-maximal effect; % is set by controls: 0 for no effect and ±100 for the full control effect
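Fluorescent replication assay: 50 nM final substrate added after a 15 min room-temperature compound preincubation with 10 nM enzyme. Signal taken at 0 min and again at 10 min.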
HP1b binding inh: HP1-beta chromodomain-methylated histone interaction inhibition; 0.56% of 390,000 active; AlphaScreen HP1-beta / biotin-H3K9me3 peptide binding; Potency, µM (highest dose often 114 µM), without a hit: at the top dose activity change, negative = inhibition, usual class: inhibitors; AID 540317; P83916; note: potency is the fitted concentration of half-maximal effect; nearly all actives have a fitted effect of over 70% in size; inactives centre near 23
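Compound inhibition of the preformed complex between 50 nM HP1-beta and 50 nM biotinylated H3K9me3 peptide was read by AlphaScreen. Buffer was PBS pH 7.4 with 0.01% Tween-20. Incubations ran 30 min at room temperature, with 10 ug/mL donor/acceptor beads.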
PI4K2A block: inhibitors of human PI4K2A. activity change, negative = inhibition, % at 76.9 µM. 0.13% of 420,000 active. Q9BTU6. purified PI4K2A, ADP-Glo luminescence, 1 h; hits give low values. AID 1346378; in the data active = activity change below about -50%; inconclusive = mostly about -30% to -49%;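 note: -100% = wells without enzyme as full effect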
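In this quantitative HTS, ADP production by PI4K2A was quantified luminescently after 1 h at ambient temperature; 100 microM adenosine served as plate-quality control.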
BAZ2B inh: inhibitors of human BAZ2B bromodomain. AlphaScreen BAZ2B-H3K14Ac peptide displacement. AID 504333. 4.4% of 360,000 active. Potency, µM (doses to about 114 µM), for inactives: at the highest dose activity change, negative = inhibition, hits mostly inhibitors; note: potency is the fitted concentration of half-maximal effect; % is set by controls: 0 for no effect and ±100 for the full control effect; nearly all actives have a fitted effect of over 60% in size
Target sequence (Q9UIF8 whole entry, looked up): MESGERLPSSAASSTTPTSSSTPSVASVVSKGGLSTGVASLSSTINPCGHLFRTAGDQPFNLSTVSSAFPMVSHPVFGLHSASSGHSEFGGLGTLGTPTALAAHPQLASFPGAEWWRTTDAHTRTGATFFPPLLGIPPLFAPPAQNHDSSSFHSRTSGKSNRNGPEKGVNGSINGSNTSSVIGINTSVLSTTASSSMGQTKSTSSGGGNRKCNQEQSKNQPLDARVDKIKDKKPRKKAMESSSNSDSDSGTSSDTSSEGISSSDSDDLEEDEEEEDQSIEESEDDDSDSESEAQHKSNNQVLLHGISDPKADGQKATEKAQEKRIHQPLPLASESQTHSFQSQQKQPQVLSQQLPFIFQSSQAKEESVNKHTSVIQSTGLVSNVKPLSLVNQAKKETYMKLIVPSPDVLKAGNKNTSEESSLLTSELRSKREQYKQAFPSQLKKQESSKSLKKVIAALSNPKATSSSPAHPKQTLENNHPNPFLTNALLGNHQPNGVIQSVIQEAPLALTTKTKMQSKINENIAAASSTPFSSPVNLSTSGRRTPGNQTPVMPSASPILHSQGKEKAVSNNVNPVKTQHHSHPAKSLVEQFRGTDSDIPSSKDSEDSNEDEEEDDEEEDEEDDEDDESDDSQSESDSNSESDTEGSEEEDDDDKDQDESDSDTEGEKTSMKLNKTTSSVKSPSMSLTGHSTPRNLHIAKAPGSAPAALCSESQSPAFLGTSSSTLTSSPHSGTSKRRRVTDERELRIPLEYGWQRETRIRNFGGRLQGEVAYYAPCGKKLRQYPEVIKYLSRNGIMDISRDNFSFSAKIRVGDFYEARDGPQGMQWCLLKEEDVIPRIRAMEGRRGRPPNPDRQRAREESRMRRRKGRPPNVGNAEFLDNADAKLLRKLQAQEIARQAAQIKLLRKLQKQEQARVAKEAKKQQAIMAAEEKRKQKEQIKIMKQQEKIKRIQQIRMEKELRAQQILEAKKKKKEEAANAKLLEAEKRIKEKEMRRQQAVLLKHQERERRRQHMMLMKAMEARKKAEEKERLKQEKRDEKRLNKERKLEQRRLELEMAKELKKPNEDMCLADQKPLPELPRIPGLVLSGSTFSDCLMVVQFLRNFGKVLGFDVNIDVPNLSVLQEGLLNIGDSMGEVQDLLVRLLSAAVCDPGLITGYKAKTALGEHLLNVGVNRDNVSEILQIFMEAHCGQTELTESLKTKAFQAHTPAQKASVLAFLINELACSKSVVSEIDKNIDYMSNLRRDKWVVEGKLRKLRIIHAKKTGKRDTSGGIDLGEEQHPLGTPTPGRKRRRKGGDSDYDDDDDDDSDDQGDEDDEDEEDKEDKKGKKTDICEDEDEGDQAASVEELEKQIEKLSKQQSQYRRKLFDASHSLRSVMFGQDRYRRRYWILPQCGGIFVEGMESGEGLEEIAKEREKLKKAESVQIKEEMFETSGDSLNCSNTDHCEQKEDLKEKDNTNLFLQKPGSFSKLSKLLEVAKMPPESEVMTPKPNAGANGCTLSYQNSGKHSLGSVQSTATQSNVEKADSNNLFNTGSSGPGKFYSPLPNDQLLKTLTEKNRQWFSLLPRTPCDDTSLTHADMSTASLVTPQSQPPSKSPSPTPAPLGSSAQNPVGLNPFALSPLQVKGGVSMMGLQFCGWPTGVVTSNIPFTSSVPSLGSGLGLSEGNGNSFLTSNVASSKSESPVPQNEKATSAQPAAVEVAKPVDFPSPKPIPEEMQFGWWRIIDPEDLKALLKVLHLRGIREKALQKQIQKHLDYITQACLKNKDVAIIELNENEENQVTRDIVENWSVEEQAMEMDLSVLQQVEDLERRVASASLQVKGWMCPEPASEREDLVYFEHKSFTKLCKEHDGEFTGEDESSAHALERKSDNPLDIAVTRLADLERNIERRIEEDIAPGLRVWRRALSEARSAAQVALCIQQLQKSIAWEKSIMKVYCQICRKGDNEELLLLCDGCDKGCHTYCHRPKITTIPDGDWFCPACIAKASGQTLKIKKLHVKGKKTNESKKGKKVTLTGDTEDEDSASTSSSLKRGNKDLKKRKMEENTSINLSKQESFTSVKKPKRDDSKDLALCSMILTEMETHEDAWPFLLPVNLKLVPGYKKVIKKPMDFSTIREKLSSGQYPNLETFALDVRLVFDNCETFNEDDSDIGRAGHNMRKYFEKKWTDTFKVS
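AlphaScreen displacement of biotin-H3(5-23)K14Ac peptide (50 nM final) from BAZ2B (50 nM final) in PBS pH 7.4, 0.01% Tween-20; complex preformed 30 min RT, then compounds (top 110 uM) 30 min RT, beads 20 min dark.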
G9a inh: G9a (human) methyltransferase inhibition; AID 504332; Q96KQ7; G9a H3K9 monomethylation, AlphaScreen, 2 h; 8.8% of 350,000 active; Potency, µM (doses to about 102 µM), inactives show at the top dose activity, negative = inhibition, most hits filed as inhibitors; note: potency is the fitted concentration of half-maximal effect; % is set by controls: 0 for no effect and ±100 for the full control effect; nearly all actives have a fitted effect of over 75% in size
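AlphaScreen detection with an anti-monomethyl H3K9 antibody quantified product after a 2 h room-temperature reaction containing 500 nM biotinylated H3K9 peptide, 20 µM SAM and 20 nM enzyme, which had been preincubated 15 min with compound.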
Tb PGK inh: blocks T. brucei phosphoglycerate kinase | 0.043% of 380,000 active | P07378 | Potency, µM (series often up to 57.5 µM), for the others: at the top dose activity change, negative = inhibition, usual class: inhibitors | PGK/GAPDH coupled, Kinase-Glo luminescence, 60 min; note: potency is the fitted concentration of half-maximal effect; % is set by controls: 0 for no effect and ±100 for the full control effect; nearly all actives have a fitted effect of over 60% in size
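Luminescent ATP detection (Kinase-Glo Plus) follows a 60-minute room-temperature incubation, with wells lacking PGK as controls. Buffer: 100 mM TEA (pH 7.6), 5 mM MgCl2, 0.01% Tween-20. Coupling enzyme GAPDH (100 nM final) supplies unstable 1,3-BPG in-well.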
Pin1 inhibitor: human Pin1 inhibition; Q13526; Pin1 FP peptide displacement, HiFluor488, 10 min; Potency, µM (top dose mostly 115 µM), inactives show at the highest dose activity, negative = inhibition, usual class: inhibitors; 0.009% of 390,000 active; AID 504891; active = well fitted inhibition curve with a large enough effect in the polarisation, with a control signal flat, not every such curve was filed as active; inconclusive = small, poorly fitted or top-dose-only effect, or effect the other way, or a change in a side signal; inactive = no such curve, though single readings can be large or run the other way; the % refers to the polarisation; note: potency is the fitted concentration of half-maximal effect; % is set by controls: 0 for no effect and ±100 for the full control effect
The depositor's hits bear a star; i = inactive; ? = inconclusive; . = not tested or not shown; & = joins results of further samples; [ ] = dose if it differs, or a comment. Unless noted, calls come from the whole dose curve; as a rule, active = well fitted curve in the direction sought with a large enough effect; inconclusive = small, poorly fitted or top-dose-only effect, or another doubt; inactive = no such curve, though single readings can be large; an effect the other way counts as inactive or inconclusive. The list is partial. The share of hits here may be higher or lower than overall.

item	BAZ2B inh	PI4K2A block	POLH inh	G9a inh	HP1b binding inh	Pin1 inhibitor	JMJD2A Tudor inh	Tb PGK inh	GLS inhibitor	structure
1	9%	204	-17%	9%	50%[activator]	6%	-6%[57.1 µM]	i	-12%	N#Cc1c(N)nc2c(c1N)CC(C(F)(F)F)O2 (stereo not given)
2	-5%	-14	?	?	?	?	?	-1%	16%	O=C(CSc1nnnn1C1CC1)N1CCN(c2ccc(O)cc2)CC1
3	.	1	-10%	.	-6%	2%	-15%	-4%	9%	COc1ccc(C(=O)Nc2ccc3[nH]ccc3c2)cc1OC
4	.	3	-16%	?	19%	4%	-12%	-4%	-11%	CC(=O)C(Sc1nc(NC(C)(C)C)nc(N(C)C)n1)C(C)=O
5	?	2	-20%	?	17%	8%	-25%	-1%	1%	CCOc1ccc(NC(=O)CCS(=O)(=O)c2cccc3nsnc23)cc1
6	-38%	-5	-4%	?	-2%	-1%	-32%[57.1 µM]	-8%	154%[activator]	CN1c2ccccc2C(O)=C(C(=S)Nc2ccc(Cl)cc2)S1(=O)=O
7	-29%	-3	-21%	1%[59 µM]	?	-5%	?	-11%	-11%	CC1(C)CC2CC(C)(CN2/C=N/c2sc3c(c2C#N)CC(C)(C)NC3(C)C)C1 (stereo not given)
8	11%	-5	-12%	1%[12.7 µM]	31%	-13%	-18%	4%	-2%	CCCCNC(=O)c1cc2c(=O)n3cccc(C)c3nc2n(CCN2CCOCC2)c1=N
9	9%	2	-28%	-34%	-10%	-17%	2%	i	-18%	CCNC(=S)N(Cc1ccc2c(c1)OCO2)C1CC(=O)N(c2ccc(F)cc2)C1=O (stereo not given)
10	-3%	13	-7%	5%[2.33 µM]	27%	6%	-14%	-2%	1%	Nc1ccnc(C(F)(F)F)c1C(=O)c1ccccc1
11	-2%	8	-20%	1%[12.7 µM]	26%	14%	-12%	0%	-2%	CC(=O)c1ccc(NC(=O)COC(=O)c2c[nH]c3ccccc23)cc1
12	-25%	-2	0%	18µM*	2%	-3%	-23%	-2%	-23%	Oc1ccccc1C1=Nc2ncnn2C(c2ccccc2)C1 (stereo not given)
13	-2%	-3	-4%	11%[59 µM]	46%[activator]	-2%	-22%	-6%	20%	COc1ccc(C2CC(c3cccc(Cl)c3)n3nc(N)nc3N2)cc1 (stereo not given)
14	-4%	-4	-21%	-42%	196%[activator]	1%	89%[activator]	-9%	-4%	Cc1cc(C)cc(OCc2nnc(SCC(=O)OC3CCCCC3)o2)c1
15	?	-3	-20%	?	20%	-5%	-24%	-7%	7%	CC1CN(S(=O)(=O)c2ccc(NC(=O)CCN3C(=O)c4ccccc4C3=O)cc2)CC(C)O1 (stereo not given)
16	12%	3	-7%	18%[59 µM]	38%[activator]	-3%	-10%	-2%	0%	CC(C)NC(=O)c1ccccc1NC(=O)CCc1ccccc1
17	-17%	1	-16%	-5%	37%	-3%	-12%	-12%	-1%	CC1(C)CC(=O)C(C=NCC2CCN(C(=S)Nc3cccc(Cl)c3)CC2)=C(O)C1
18	-1%	1	-8%	13µM*	29%	11%	-30%	-2%	-2%	COCCN(C(=O)COC(=O)CCc1ccccc1OC)c1c(N)n(Cc2ccccc2)c(=O)[nH]c1=O
19	22%	-5	-2%	-14%	-5%	21%	-16%	-9%	-5%	O=S(=O)(c1cccc(-c2csc(-c3ccccc3)n2)c1)N1CCOCC1
20	-18%	-2	8%	68%[activator]	25%	6%	-5%	7%	0%	O=S(=O)(NC1CCCC1)c1cc(F)ccc1F
21	-1%	-19	-9%	-6%	20%	8%	-8%	-5%	-3%	COc1ccc(S(=O)(=O)N2CC(C)N(S(=O)(=O)c3ccc(OC)cc3)CC2C)cc1 (stereo not given)
22	?	2	-20%	?	-1%	-2%	?	-8%	-8%	N#Cc1cccc(NC(=O)C2SC(=Nc3ccccc3)C(C(=O)N3CCOCC3)=C2N)c1 (stereo not given)
23	-28%	2	-19%	14µM*	11%	0%	-32%	-9%	2%	COC(=O)c1ccc(CSc2nc3ccc(S(=O)(=O)N4CCOCC4)cc3[nH]2)cc1
24	2%	3	-13%	9%	33%	-7%	-4%	-1%	-5%	CCn1nc(C)cc1C(=O)N1CCCC(CCC(=O)NCc2ccccc2F)C1 (stereo not given)
25	?	-18	-5%	?	-51%	-2%	?	i	3%	COc1ccc(C(c2c(C)[nH]n(-c3ccccc3)c2=O)c2c(C)[nH]n(-c3ccccc3)c2=O)cc1OC
26	-7%	1	11%	.	19%	-8%	-6%	-8%	7%	CC(=O)Cn1c(CN2CCN(C(=O)c3ccco3)CC2)nc2c1c(=O)n(C)c(=O)n2C
27	-23%	-5	-22%	1%[59 µM]	30%	-2%	-17%	i	-2%	CC(=O)c1ccc(N2CCN(C(=O)c3cn(C)c(=O)c4c3c3ccccc3n4C)CC2)cc1
28	-6%	-2	-8%	2%[59 µM]	16%	-2%	-3%	0%	6%	CC(=O)N[C@H]1C[C@@H]1c1ccccc1
29	-17%[57.1 µM]	-9	-6%	2%	31%	-11%	-7%	i	6%	O=C(CCCCl)Nc1c2c(nn1-c1ccccc1)CSC2
30	-17%	5	-12%	1%[59 µM]	44%[activator]	1%	7%	i	-12%	COc1ccccc1NC(=O)CCCOc1cc(=O)n(C)c2ccccc12
31	.	1	9%	.	16%	?	-29%	2%	-16%	CCCN1C(=O)/C(=C/c2ccc(OCc3ccc(C(=O)O)cc3)c(OC)c2)NC1=S
32	15%	5	-20%	38%[59 µM]	29%	1%	2%	i	0%	CNC(=S)Nc1cccc(C(=O)OC)c1
33	?	0	-16%	-36%[59 µM]	23%	6%	-18%	-10%	-7%	COc1cccc(NC(=O)COC(=O)c2nc3nccc(C)n3n2)c1
34	2%	0	-7%	?	30%	6%	-12%	0%	-2%	Cc1ccc(S(=O)(=O)N2CCN(C(=O)c3cc(S(=O)(=O)N(C)C)ccc3N3CCCC3)CC2)cc1
35	0%	3	-17%	-16%	17%	10%	-13%	.	-2%	CCOC(=O)c1cc2occc2n1CC(=O)NC1CCC(C)CC1 (stereo not given)
36	-2%	1	-25%	4%	26%	-2%	4%	i	20%	CCCc1nc2c(nnn2Cc2ccccc2Cl)c(=O)[nH]1
37	3%	7	5%	.	12%	1%	-10%	1%	3%	COc1ccc(F)c(CN2CCN(CCc3ccccc3)C(CCO)C2)c1 (stereo not given)
38	?	-8	2.8µM*	50µM*	-6%	.	?	-14%	-20%	CC(C)Oc1ccc(C(=O)N/N=C/c2ccc(-c3ccc(S(=O)(=O)Nc4ncccn4)cc3)o2)cc1
39	-9%	-9	-12%	3%	12%	-2%	-6%	0%	9%	COc1ccc(C(=O)NN=C2CCCC2)cc1
40	?	-8	-10%	.	35%	-1%	7%	-7%	9%	Cc1cc(C)nc(SCc2nnc(SCC(=O)O)n2-c2ccccc2)n1
41	-1%	2	-11%	-18%[59 µM]	14%	2%	-19%	-2%	8%	O=C(CC1SC(=Nc2ccccc2)N(CCCO)C1=O)Nc1ccc(Cl)cc1 (stereo not given)
42	-3%	4	-25%	?	48%[activator]	29%	-1%	-8%	-4%	CCNC(=O)C1CCCN(c2nnc(C)c3c(C)n(-c4ccc(C)cc4)nc23)C1 (stereo not given)
43	5%	-6	-16%	4%[59 µM]	18%	4%	0%	-11%	-7%	CCN(c1ccccc1)S(=O)(=O)c1ccc(F)c(C(=O)Nc2ccc(C)cc2)c1
44	6%	8	-13%	-4%	7%	3%	-16%	6%	-4%	CN(C)c1ccc(S(=O)(=O)N(C)C)cc1NC(=O)Cc1cccc2ccccc12
45	6%	-3	2%	34%[12.7 µM]	13%	-12%	6%	0%	0%	CC(=O)Nc1ccc(NC(=O)c2cccc(C(=O)OC(C)C)n2)cc1
46	-28%	1	0%	18µM*	47%[activator]	-5%	-17%	-3%	10%	COc1ccc(C)cc1Nc1n[n+](C)c(-c2ccc(O)cc2O)s1
47	3%	3	-9%	-25%[59 µM]	34%	1%	-16%	0%	-4%	CC(C)N(C(=O)C(F)(F)F)C(C(=O)NC1CCCCC1)c1ccncc1 (stereo not given)
48	0%	-1	-12%	9%[59 µM]	25%	3%	2%	-10%	8%	CCc1cc2cccc(C)c2nc1SCC(=O)NC1CCCC1
49	.	-3	-24%	.	50%[activator]	-1%	-1%	4%	15%	Cc1ccc(S(=O)(=O)NCC(=O)OCCOc2ccc(Br)cc2)cc1
50	6%	2	-4%	16%	6%	-1%	-20%	-3%	-6%	Cc1ccnc(NC(=O)CCC(=O)N(CC(=O)NC(C)(C)C)Cc2ccc3c(c2)OCO3)c1
51	-1%	-17	7%	.	32%	8%	-6%	-18%	-3%	Cc1ccn2cc(-c3ccc(Br)cc3)nc2c1
52	-27%	-8	?	45µM*	6%	?	-26%	-6%	?	O=c1c(Cl)c(O)c2cccc3c4ccccc4n1c23
53	-32%	2	-21%	-9%[2.33 µM]	5%	-4%	?	2%	19%	COc1ccc([C@H]2CC(=O)C=C(c3ccccc3OC)C2)cc1OC
54	6%	-2	-8%	?	37%	1%	-19%	i	-2%	CC(C)c1onc(C(=O)Nc2cccc(Cl)c2)c1[N+](=O)[O-]
55	.	5	3%	.	.	.	.	-4%	0%	Cc1ccc(S(=O)(=O)NN=C2CC3CC2C2CCCC32)cc1 (stereo not given)
56	79µM*	-4	2%	?	17%	-3%	?	-1%	-1%&0%	O=C(O)c1ccc(OCCn2ccnc2)cc1

Random excerpt: two entries already listed.
item	BAZ2B inh	PI4K2A block	POLH inh	G9a inh	HP1b binding inh	Pin1 inhibitor	JMJD2A Tudor inh	Tb PGK inh	GLS inhibitor	structure
47	3%	3	-9%	-25%[59 µM]	34%	1%	-16%	0%	-4%	CC(C)N(C(=O)C(F)(F)F)C(C(=O)NC1CCCCC1)c1ccncc1 (stereo not given)
55	.	5	3%	.	.	.	.	-4%	0%	Cc1ccc(S(=O)(=O)NN=C2CC3CC2C2CCCC32)cc1 (stereo not given)

Assay outcomes from PubChem.
